DENV2 CPE: inhibitors of DENV2 cytopathic effect, primary screen, cell-based, plate reader, single concentration. 1.7% of 350,000 active. DENV2-infected cells, cytopathic effect rescue. CPE inhibition, % at 9.99 µM; in the data active means CPE inhibition above about 20%, passing the limit was not always enough; inconclusive means no clear call, values can overlap the other calls; tested in BHK-21 cells;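 further: 0% = median of neutral control wells and 100% = median of positive control wells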
FN deposition inh: inhibitors of fibronectin matrix deposition, primary screen, AH1F cells, Alexa488-fibronectin fluorescence, plate reader; AH1F fibroblasts, overnight; inhibition, % at 12.6 µM; 0.086% of 350,000 active; AID 743247, 2014;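 active means mean inhibition across replicates of 30% or more, regardless of how many single replicates reach that level; inconclusive means mean under 30% yet at least half of replicates reach 30%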;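 further: positive control wells lacked labelled fibronectin entirely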
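Assay system: AH1F fibroblasts / Quantity: 10000 cells per well / Medium: DMEM plus 2% serum, read in PBS / Reagent: labelled fibronectin 24 nM / Dosing: single dose, pinned / Times: 1 h cell attachment, overnight exposure to compound and label / Signal: fluorescence, ex 485 nm, em 525 nm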
EWS-Fli inh: EWS/Fli-driven NR0B1 reporter inhibitors, primary screen, A673 cells, NR0B1 luciferase, luminescence, MLPCN library; viability-normalised; inhibition, % at 12.6 µM; 0.67% of 350,000 active; AID 651661, 2012;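 active means mean inhibition of at least 50% after viability correction, with every replicate also passing that limit; inconclusive means mean reaches 50% but only one of two replicates passes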;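 further: firefly luciferase signal divided by Alamar Blue viability fluorescence both relative to DMSO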
F508del corr: F508del CFTR correction, initial screen, CFBE line, single point; CFBE cells, YFP halide quenching; stimulated with forskolin plus potentiator P3; % fluorescence drop versus neutral controls; activity (quench increase), % at 7.58 µM; 0.36% of 350,000 active;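 active means mean added fluorescence quench of at least 8% versus neutral control, with both replicates also reaching 8%; inconclusive means only one of the mean or replicate conditions met; inactive means mean below 8% and not both replicates reaching 8%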;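 further: cells transiently co-express mutant CFTR-F508del with the halide-sensitive YFP; corrector assay measuring rescue of mutant channel to the surface after 24 h compound exposure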
miR122 inh: miR-122 Renilla sensor signal increase in Huh7, primary screen, miR-122 inhibitor project, cell-based, single point, plate reader | activation (reporter increase), % at 12.5 µM | 0.3% of 340,000 active | AID 602342, 2012 | Huh7 miR-122 Renilla luciferase sensor, 48 h; neutral wells = 0, positive control = 100;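 active means mean replicate activation score at least 90 and every replicate individually at or above 90; inconclusive means only one of the two criteria met; inactive means neither criterion met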;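 further: higher luciferase means less miR-122 activity so hits act as miR-122 inhibitors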
PAX8 inh HTS: inhibitors of PAX8-driven TPO luciferase reporter, primary screen, RMG-I cells, single concentration. SteadyGlo, 24 h. inhibition, % at 12.6 µM. 1.2% of 360,000 active;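 active means mean replicate inhibition at least 60% with every replicate also reaching 60%; inconclusive means only one of the two criteria is met; inactive means mean below 60% and not all replicates reaching 60%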;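 further: luciferase light reporting Pax8 driven TPO promoter activity; plate controls were median of neutral control wells for no effect and mitoxantrone controls for full effect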
GSIS activator: GLuc luminescence reporter in INS-1E cells, primary screen for activators of glucose-dependent secretion of insulin; 0.61% of 370,000 active; activation, % at 16.6 µM; INS-1E GLuc reporter insulin secretion, 2-3 h;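 active means lowest replicate activation of at least 40%, so every replicate reaches that level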;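 further: 0% = median of neutral control wells and 100% = median of IBMX positive control wells; some compounds called inactive have numbers as strong as hits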
* = called active by the depositor; ? = inconclusive; · = no result given; & = joins results of further samples; [ ] = another dose, or the depositor's remark.

Compound,DENV2 CPE,FN deposition inh,EWS-Fli inh,F508del corr,miR122 inh,PAX8 inh HTS,GSIS activator
CO[C@H]1CN(C)C(=O)c2cc(NS(C)(=O)=O)ccc2OC[C@H](C)N(Cc2nccs2)C[C@H]1C,-9.3,-2.7,-7.9,1.7,7.0[16.7 µM],2.0,16.4
CC(C)(C)C(=O)NC(=S)Nc1ccc(Cl)c(C(=O)O)c1,6.1,9.9,-7.5,0.5,·,-19.2,·
O=C(CSc1ccc2nnc(-c3cccnc3)n2n1)NCc1ccco1,9.2,6.7,-34.9,0.1,1.2,-2.2,18.7
Cc1cccc(NC(=O)c2ccc(Cl)nc2)n1,?,·,-17.9,-0.3,-6.8,-36.1,-1.0
Cc1cc(C)nc(NS(=O)(=O)c2ccc(NCN3C(=O)c4ccccc4C3=O)cc2)n1,2.8,1.8,3.2,-2.2,2.3,-13.0,3.1
C(=N\Nc1nc(-c2ccccc2)cs1)/c1cccnc1,·,-13.1,·,·,1.9,·,-10.3
Cc1cnc(CN(C)C(=O)CC2C(=O)NCCN2Cc2cccc(F)c2F)[nH]1 (configuration not stated),20.8*,1.6,1.3,-3.8,-2.2,12.2,1.8
COc1ccc(NC(=O)Nc2ccc3c(c2)C(=O)N([C@@H](C)CO)C[C@@H](C)[C@H](CN(C)C(=O)Nc2c(C)noc2C)OCCCC[C@@H](C)O3)cc1,1.5,-3.0,-5.2,-2.6,6.3[16.7 µM],·,3.0
Cc1ccc(C)c(NC(=O)CCC(=O)N/N=C2/CC(=O)CC(C)(C)C2)c1,14.4,-30.7,-1.0,1.6,-1.6,-11.6,-5.5
COc1ccc(-c2cccc(NS(=O)(=O)c3ccccc3[N+](=O)[O-])c2)nn1,10.5,3.6,-7.6,0.3,3.9,-12.6,20.3
O=C(N=C1SC2CS(=O)(=O)CC2N1Cc1ccccc1)C1CCCCC1 (configuration not stated),1.1,2.9,7.9,2.0,1.1,-10.7,9.5
O=C1CS/C(=N/N=C/c2ccc(OS(=O)(=O)c3ccccc3)cc2)N1,-10.9,1.8,12.0,·,·,-6.4,5.5
CCC(c1nnnn1-c1ccc2c(c1)OCCO2)N1CCN(C(C)=O)CC1 (configuration not stated),-3.9,-4.5,-7.7,-0.6,·,-23.1,39.7
C[C@H]1CN([C@@H](C)CO)S(=O)(=O)c2ccc(-c3cncnc3)cc2O[C@@H]1CN(C)C(=O)c1cccc(F)c1,9.1,·,-8.9,0.5,3.0[16.7 µM],7.0,8.2
CCN(CC)c1ccc(C(=O)OCC(=O)Nc2cc3oc4ccccc4c3cc2OC)cc1,·,6.6,·,·,-6.4,20.7,26.7
CN(Cc1nc(C(c2ccccc2)c2ccccc2)no1)CC1COCCO1 (configuration not stated),4.1,7.9,4.5,-2.4,-3.9,-9.7,-8.5
C[C@@H]1CCCCO[C@@H](CN(C)C(=O)Nc2ccc3c(c2)OCO3)[C@H](C)CN([C@@H](C)CO)C(=O)c2cc(NC(=O)c3ccncc3)ccc2O1,-2.1,-16.1,10.2,0.8,-5.0[16.7 µM],·,-7.9
C[C@@H]1CN([C@@H](C)CO)C(=O)c2cccc(NC(=O)c3ccncc3)c2O[C@@H]1CN(C)Cc1ccc(Cl)c(Cl)c1,7.5,·,-6.3,0.1,-4.2[16.7 µM],21.2,-27.4
COc1cc(/C=N/N2C(=O)C3C4C=CC(CC4)C3C2=O)ccc1O (configuration not stated),2.1,3.3,1.7,-2.0,2.6,-5.9,4.7
C[C@H](CO)N1C[C@H](C)[C@@H](CN(C)Cc2ccncc2)OCc2cnnn2CCCC1=O,1.0&-3.6&2.5,-5.2&-9.3,4.0&-2.0&-1.8,5.0&-2.7&1.1,-0.7,-0.4&-5.8,-6.9&-3.4
COc1ccc(S(=O)(=O)N(C)C[C@H]2Oc3ccc(NC(=O)CCCCCC(=O)Nc4ccccc4N)cc3CC(=O)N([C@@H](C)CO)C[C@H]2C)cc1,-2.1,·,7.9,1.5,-13.3[16.7 µM],0.2,11.9
Cn1nc(C(=O)Nc2ccccc2N2CCCC2)c2ccccc2c1=O,8.0,-8.2,-25.2,-1.6,2.2,11.3,-29.3
O=C(Cc1ccccc1)OCC(=O)c1cccc([N+](=O)[O-])c1,-1.9,0.2,-10.3,2.3,-10.2,5.0,1.7
C[C@@H]1CN([C@@H](C)CO)C(=O)Cc2cc(NC(=O)Nc3ccc(C(F)(F)F)cc3)ccc2O[C@H]1CN(C)Cc1ccncc1,0.8,·,·,0.4,-4.1[16.7 µM],39.8,4.7
COc1ccccc1CN1CCN(Cc2ccc3ccccc3c2)CC1,13.9,6.3,15.8,-4.6,-10.5,3.2,15.2
Cc1cc(NC(=O)CSc2nnc(COc3cccc(C)c3C)n2Cc2ccco2)no1,-5.4,·,7.6,0.9,6.8,·,-12.7
N#Cc1cc(S(=O)(=O)c2ccccc2)c(N)[nH]c1=O,·,2.0,·,·,-6.0,5.1,·
Cc1cc(C(=O)N2CCCC(N3CCN(c4cccc(C(F)(F)F)c4)CC3)C2)nn1C (configuration not stated),-0.4,6.7,-21.6,2.1,4.6,4.9,-3.7
CCCCNC(=O)c1ccc(CNc2c(N3CCC(C(=O)OCC)CC3)c(=O)c2=O)cc1,5.0&11.6,-4.0,7.2&7.7,1.6&-0.5,-3.5,-17.8,-3.6&17.8
COc1cccc(NC(=O)C[C@@H]2CC[C@@H]3[C@@H](COc4ccc(NS(=O)(=O)c5cccc(F)c5)cc4C(=O)N3C)O2)c1,9.7,-0.2,3.4,0.4,-33.3[16.7 µM],2.8,-17.7
CC1(C)CC(N2CCCCC2)=CC(=[N+]2CCCCC2)C1,5.6,4.1,20.4,-0.4,-7.4,75.0*,-39.0
CNC(=O)c1ccc(NC(=O)CC2SC(N3CCCC3)=NC2=O)cc1 (configuration not stated),-5.9,4.9,5.3,-0.6,-1.5,2.3,5.6
O=C(CCn1cnnn1)Nc1ccc(Cl)c(Cl)c1,·,-2.3,-2.5,2.2,79.6,3.9,0.3
O=C(COc1ccccc1)Nc1nc2cc3c(cc2s1)OCCO3,14.1,·,·,-1.6,·,-43.4,3.2
COc1ccc(-n2c(Cc3cccn3C)nnc2SCC(=O)NCc2ccco2)cc1,11.8,7.1,1.7,-0.6,2.9,0.5,8.3
Oc1c(C=C2N=c3ccccc3=N2)sc(=S)n1-c1ccc2ccccc2c1,-0.8,3.3,5.5,1.2,9.0,4.5,16.8
CCCc1c(C(=O)N/N=C/c2ccc(OCc3ccccc3)cc2)nnn1-c1nonc1N,-18.9,·,-6.9,-3.1,0.6,-15.3,2.5
Cc1occc1C(=O)Nc1cccc([N+](=O)[O-])c1C,·,2.4,0.4,-1.1,·,2.1,2.8
CCOc1ccc(Cl)cc1-c1cc(C(=O)NC(C)C)[nH]n1,-8.5,2.6,-5.9,3.0,4.2,18.3,21.2
CCOC(=O)Nc1ccc(S(=O)(=O)Nn2cnnc2)cc1,1.5,·,-4.7,-1.4,8.8,·,-8.6

(next part)
Results follow in this order: DENV2 CPE	FN deposition inh	EWS-Fli inh	F508del corr	miR122 inh	PAX8 inh HTS	GSIS activator
> COc1ccc(-c2cn(CC[C@@H]3CC[C@H](NC(=O)CCN4CCCCC4)[C@H](CO)O3)nn2)cc1
    -1.2	2.4	5.8	-3.1	·	-13.9	17.3
> CCCCCCN1C[C@@H](n2cc(COC(=O)c3ccccc3)nn2)[C@H](O)C[C@@H]1c1ccccc1
    -10.0	13.3	4.0	2.8	-2.2	-23.6	-8.9
> CCCCNC(=O)c1onc(CSc2ccc(Cl)cc2)c1C(=O)O
    -8.0	-2.9	-4.5	-2.9	-6.0	-6.1	29.5
> CCCOc1ccc(/C(O)=C2\C(=O)C(=O)N(c3ccccn3)C2c2ccccc2F)cc1C (configuration not stated)
    0.3	-3.4	-8.3	-0.7	-1.9	11.4	0.6
> O=C(COc1ccccc1)NNc1nc2c(F)cccc2s1
    -2.5	-1.5	0.8	0.0	·	8.4	-4.5
> Cc1ccc(S(=O)(=O)N[C@H]2CC[C@H](CCNC(=O)CN3CCOCC3)O[C@@H]2CO)cc1
    3.9	·	0.9	0.4	·	-5.0	9.8
> CN1CCN(NC(=O)CSc2ccc(Cl)cc2Cl)CC1
    -2.5	-6.7	-5.9	-0.9	8.9	11.6	0.3
> CCc1ccc(NC(=O)Cn2cccc2)cc1
    -4.1	-1.8	-4.1	-0.1	6.4	-3.1	-0.5
> CC(=O)N/C(=C/c1ccc2c(c1)OCO2)C(=O)NC(Cc1ccccc1)C(=O)O (configuration not stated)
    -1.5	-2.5	-6.9	-2.1	·	12.6	-4.0
> COc1cc(-c2noc(C)c2C(=O)NCCCN2CCOCC2)cc(OC)c1OC
    -1.3	7.5	-8.6	1.9	·	-12.1	5.5
> O=C(Nc1ccccc1C(=O)N1CCOCC1)c1ccc(Cl)cc1
    1.8	3.4	-5.4	1.0	·	7.0	1.1
> CO[C@@H]1CN(C)C(=O)c2ccc(NC(C)=O)cc2OC[C@H](C)N(Cc2cncnc2)C[C@H]1C
    6.4	0.5	3.2	0.5	·	·	17.2
> O=C1[C@H]2[C@H](ON3CCCC[C@H]23)C(=O)N1c1cccc(C(F)(F)F)c1
    5.5	10.1	-14.9	-0.7	·	10.9	-2.7
> COc1ccc(N2CCN(C(=O)CN3C(=O)NC4(CCCCCC4)C3=O)CC2)cc1
    -2.1	3.2	-5.0	-0.3	·	7.3	7.3
> C[C@H]1CN([C@@H](C)CO)S(=O)(=O)c2ccc(-c3cccc(C#N)c3)cc2O[C@@H]1CN(C)C(=O)Nc1cc(F)ccc1F
    0.8	·	-3.0	-3.0	4.7[16.7 µM]	-25.4	-11.5
> CCN(C(=O)COC(=O)/C=C/c1ccccc1[N+](=O)[O-])C1CCS(=O)(=O)C1 (configuration not stated)
    9.6	1.4	12.2	-2.0	·	1.9	1.8
> O=C(CS(=O)CC(=O)NC12CC3CC(CC(C3)C1)C2)Nc1ccc(F)cc1 (configuration not stated)
    2.8	1.3	-9.6	-3.1	-0.4	3.6	-6.7

Given with each value named: entries from further up
> COc1ccc(N2CCN(C(=O)CN3C(=O)NC4(CCCCCC4)C3=O)CC2)cc1
- DENV2 CPE = -2.1
- FN deposition inh = 3.2
- EWS-Fli inh = -5.0
- F508del corr = -0.3
- miR122 inh = ·
- PAX8 inh HTS = 7.3
- GSIS activator = 7.3

> O=C(CS(=O)CC(=O)NC12CC3CC(CC(C3)C1)C2)Nc1ccc(F)cc1 (configuration not stated)
- DENV2 CPE = 2.8
- FN deposition inh = 1.3
- EWS-Fli inh = -9.6
- F508del corr = -3.1
- miR122 inh = -0.4
- PAX8 inh HTS = 3.6
- GSIS activator = -6.7

> C[C@H]1CN([C@@H](C)CO)S(=O)(=O)c2ccc(-c3cccc(C#N)c3)cc2O[C@@H]1CN(C)C(=O)Nc1cc(F)ccc1F
- DENV2 CPE = 0.8
- FN deposition inh = ·
- EWS-Fli inh = -3.0
- F508del corr = -3.0
- miR122 inh = 4.7[16.7 µM]
- PAX8 inh HTS = -25.4
- GSIS activator = -11.5

> O=C1[C@H]2[C@H](ON3CCCC[C@H]23)C(=O)N1c1cccc(C(F)(F)F)c1
- DENV2 CPE = 5.5
- FN deposition inh = 10.1
- EWS-Fli inh = -14.9
- F508del corr = -0.7
- miR122 inh = ·
- PAX8 inh HTS = 10.9
- GSIS activator = -2.7

Compound activity (PubChem)
